High-throughput results deposited in PubChem BioAssay by National Center for Advancing Translational Sciences (NCATS).
ALOX12 inh: Primary qHTS assay for inhibitors of human arachidonate 12S-lipoxygenase (ALOX12): Round 2; Polyunsaturated fatty acid lipoxygenase ALOX12 (Homo sapiens), P18054; Potency, µM (highest dose often 108 µM), for the others: at the highest dose activity change, negative = inhibition, usual class: inhibitors; purified 12hLO, xylenol orange hydroperoxide absorbance; hit rate 1.1% among 580,000; note: % is set by controls: 0 for no effect and ±100 for the full control effect
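Purified human 12hLO (150 nM final) in 25 mM Hepes, 0.01% Triton X-100, pH 7.0 was preincubated 15 min at room temperature with compound. Then 40 uM arachidonic acid was added, 30 min. Hydroperoxide was read by Fe-XO absorbance ratio 573/405 nm.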
PGK inhibitor: qHTS Assay to Find Inhibitors of Phosphoglycerate Kinase; PGK/GAPDH coupled, Kinase-Glo luminescence, 60 min; Potency, µM (series often up to 57.5 µM), for the others: at the highest dose activity change, negative = inhibition, usual class: inhibitors; hit rate 0.043% among 380,000; AID 602233, 2012; note: % is set by controls: 0 for no effect and ±100 for the full control effect; nearly all actives have a fitted effect of over 60% in size
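Recombinant glycosomal PGK reaction used 1,3-bisphosphoglycerate generated in-well by GAPDH (100nM final) in 100mM TEA pH 7.6, 5mM MgCl2, 0.01% Tween-20. After 60 minutes at room temperature, ATP was read by Kinase-Glo Plus luminescence end-point.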
JMJD2A Tudor: qHTS Assay for Inhibitors of JMJD2A-Tudor Domain; AlphaScreen JMJD2A-Tudor / H3K4me3 peptide binding; hit rate 4.4% among 390,000; AID 504339, 2011; Potency, µM (highest dose often 114 µM), inactives show top-dose activity change, negative = inhibition, actives largely listed as inhibitors; note: % is set by controls: 0 for no effect and ±100 for the full control effect; nearly all actives have a fitted effect of over 50% in size
rTrxR1 inhibitor: qHTS Assay for Inhibitors of Mammalian Selenoprotein Thioredoxin Reductase 1 (TrxR1): qHTS. Thioredoxin reductase 1, cytoplasmic (Rattus norvegicus), O89049. recombinant rTrxR1, NADPH fluorescence consumption, selenite substrate. Potency, µM (series often up to 114 µM), inactives show at the top dose activity change, negative = inhibition, hits mostly inhibitors. hit rate 1% among 390,000; note: % is set by controls: 0 for no effect and ±100 for the full control effect; nearly all actives have a fitted effect of over 65% in size
Target sequence (O89049 whole entry, looked up): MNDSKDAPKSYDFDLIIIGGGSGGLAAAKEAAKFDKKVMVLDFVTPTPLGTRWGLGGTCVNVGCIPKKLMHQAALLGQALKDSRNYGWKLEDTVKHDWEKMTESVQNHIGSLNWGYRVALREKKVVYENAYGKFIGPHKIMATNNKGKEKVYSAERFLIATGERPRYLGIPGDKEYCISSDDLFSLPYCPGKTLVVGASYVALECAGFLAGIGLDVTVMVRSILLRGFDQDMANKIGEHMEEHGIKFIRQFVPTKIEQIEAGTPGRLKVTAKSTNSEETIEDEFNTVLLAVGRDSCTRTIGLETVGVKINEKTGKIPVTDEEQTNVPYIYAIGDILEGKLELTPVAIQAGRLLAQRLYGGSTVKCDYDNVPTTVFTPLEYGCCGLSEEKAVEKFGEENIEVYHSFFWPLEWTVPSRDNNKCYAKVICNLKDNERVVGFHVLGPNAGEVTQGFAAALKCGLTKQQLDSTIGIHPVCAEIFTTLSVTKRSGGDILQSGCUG
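Rat TrxR1 (90 nM in the dispensed reagent) was pre-reduced with 400 uM NADPH for 5 min at room temperature, then incubated with compound for 15 min. After 400 uM selenite was added, NADPH fluorescence (Ex 340/Em 450 nm) was followed for 8 min.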
ERG-DNA inh: qHTS for Small Molecule Inhibitors of the ERG Ets/DNA interaction; hit rate 0.028% among 370,000; fluorescence polarization, His-ERG Ets domain / labelled DNA; Potency, µM (series often up to 76.9 µM), inactives show top-dose FP activity, negative = inhibition, usual class: inhibitors; AID 624246, 2012; Transcriptional regulator ERG (Homo sapiens), P11308; active = well fitted inhibition curve with a large enough effect in the polarisation, with a control signal flat; inconclusive = small, poorly fitted or top-dose-only effect, or effect the other way, or a change in a side signal; inactive = no such curve, though single readings can be large or run the other way; the % refers to the polarisation;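 note: polarization taken with two DNA probes labelled with fluorescein and Texas red; % of control where 0% means no effect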
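His-tagged ERG Ets domain (1 uM in the protein solution; 300mM KCl, 50mM Tris-HCl, 1mM EDTA, 1mM DTT, pH 7.5) received compound, then a probe mix of 5 nM fluorescein-DNA and 100nM Texas-615-DNA. Fluorescence polarization was read for both dyes.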
RGS4 inhibitor: Inhibitors of Regulator of G Protein Signaling (RGS) 4: qHTS; Regulator of G-protein signaling 4 (Homo sapiens), P49798; Transcreener GDP fluorescence polarization, RGS4-accelerated GTP hydrolysis; Potency, µM (top dose mostly 114 µM), for the others: at the highest dose activity change, negative = inhibition, most hits filed as inhibitors; hit rate 0.039% among 390,000; note: % is set by controls: 0 for no effect and ±100 for the full control effect; nearly all actives have a fitted effect of over 75% in size; some results filed as inactive show a strong effect at the top dose
Target sequence (P49798 whole entry, looked up): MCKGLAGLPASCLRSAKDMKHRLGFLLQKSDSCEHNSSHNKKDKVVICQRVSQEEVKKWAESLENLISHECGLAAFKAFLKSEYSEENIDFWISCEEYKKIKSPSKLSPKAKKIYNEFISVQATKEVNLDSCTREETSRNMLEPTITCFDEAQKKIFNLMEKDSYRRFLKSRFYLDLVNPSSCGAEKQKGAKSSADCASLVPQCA
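MLSMR compounds (23 nl, pin-transferred) preincubated 10 min at room temperature with a 500nM (2x) first reagent, then RGS4 at 900nM (2x) plus Transcreener GDP mix added; fluorescence polarization (620/688 nm) read before and after 90 min at 30 °C.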
GLS inh: qHTS for Inhibitors of Glutaminase (GLS) | AID 624170, 2012 | Potency, µM (top dose mostly 45.5 µM), without a hit: top-dose activity change, negative = inhibition, actives largely listed as inhibitors | hit rate 0.21% among 410,000 | GLS enzymatic activity, qHTS titration | Glutaminase kidney isoform, mitochondrial (Homo sapiens), O94925; note: % is set by controls: 0 for no effect and ±100 for the full control effect
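hKGA in 45 mM KH2PO4 (pH 8.2), 0.02% Tween-20 with compound, then 1mM L-Glutamine (stock as added) plus glutamate oxidase/HRP/Amplex red coupling mix. Fluorescence read initially and after 30 min at RT; signal change reflects glutamate formation.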
Pin1 inhibitor: qHTS Assay to Find Inhibitors of Pin1; Peptidyl-prolyl cis-trans isomerase NIMA-interacting 1 (Homo sapiens), Q13526; Pin1 FP peptide displacement, HiFluor488, 10 min; Potency, µM (doses to about 115 µM), without a hit: at the top dose activity, negative = inhibition, most hits filed as inhibitors; hit rate 0.009% among 390,000; AID 504891, 2011; active = well fitted inhibition curve with a large enough effect in the polarisation, with a control signal flat, not every such curve was filed as active; inconclusive = small, poorly fitted or top-dose-only effect, or effect the other way, or a change in a side signal; inactive = no such curve, though single readings can be large or run the other way; the % refers to the polarisation; note: % is set by controls: 0 for no effect and ±100 for the full control effect
Target sequence (Q13526 whole entry, looked up): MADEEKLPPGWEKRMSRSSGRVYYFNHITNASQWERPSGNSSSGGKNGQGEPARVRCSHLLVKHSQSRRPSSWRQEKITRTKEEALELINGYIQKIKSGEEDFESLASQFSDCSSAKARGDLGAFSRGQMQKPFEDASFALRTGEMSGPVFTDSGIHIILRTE
HP1b chromo inh: HTS for Inhibitors of HP1-beta Chromodomain Interactions with Methylated Histone Tails. Chromobox protein homolog 1 (Homo sapiens), P83916. AlphaScreen HP1-beta / biotin-H3K9me3 peptide binding. Potency, µM (titrated, usually from 114 µM), for inactives: at the highest dose activity change, negative = inhibition, actives largely listed as inhibitors. hit rate 0.56% among 390,000. AID 540317, 2011; note: nearly all actives have a fitted effect of over 70% in size; inactives centre near 23
Target sequence (P83916 whole entry, looked up): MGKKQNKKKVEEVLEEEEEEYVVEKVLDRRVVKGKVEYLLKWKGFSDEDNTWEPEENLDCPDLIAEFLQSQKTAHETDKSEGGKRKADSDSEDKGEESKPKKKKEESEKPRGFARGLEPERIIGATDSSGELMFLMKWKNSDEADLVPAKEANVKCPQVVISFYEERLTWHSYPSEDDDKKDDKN
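Compound inhibition of the preformed complex between 50 nM HP1-beta and 50 nM biotinylated H3K9me3 peptide was read by AlphaScreen. Buffer was PBS pH 7.4 with 0.01% Tween-20. Incubations ran 30 min at room temperature, with 10 ug/mL donor/acceptor beads.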
The depositor's hits bear a star; i = inactive; ? = inconclusive; / = not tested or not shown; [ ] = another dose, or the depositor's remark. Unless noted, calls come from the whole dose curve; as a rule, active = well fitted curve in the direction sought with a large enough effect; inconclusive = small, poorly fitted or top-dose-only effect, or another doubt; inactive = no such curve, though single readings can be large; an effect the other way counts as inactive or inconclusive. Potency is the fitted concentration of half-maximal effect. Only part of the results is shown. The share of hits here may be higher or lower than overall.

SMILES | ALOX12 inh | PGK inhibitor | JMJD2A Tudor | rTrxR1 inhibitor | ERG-DNA inh | RGS4 inhibitor | GLS inh | Pin1 inhibitor | HP1b chromo inh
O=C(Cn1c(=O)oc2ccccc21)Nc1ccc2c(c1)OCCO2 | 0% | -5% | -21% | 5%[57.1 µM] | 7% | 32% | 4% | -12% | 51%[activator]
O=C1CC(N2CCN(Cc3ccccc3)CC2)C(=O)N1c1ccccc1 (centres undefined) | 0% | 0% | -14% | -3% | -4% | 4% | 0% | 2% | 22%
COc1ccc(-c2csc(NC(C)c3nc4cc(Cl)c(Cl)cc4n3CCCO)n2)cc1 (centres undefined) | ? | 2% | -35% | 9%[57.1 µM] | 0% | -24% | 5% | 25% | 24%
CCO[C@H]1OC(C(=O)O)=C[C@@H](c2ccc(C(F)(F)F)cc2)[C@@H]1CCCO | -9% | -4% | -16% | 16% | -13% | 32% | 3% | -8% | 27%
CCOC(=O)c1ccc(NC(=O)c2oc3ccc4c(c3c2C)C(=O)CC(C)(CC)O4)cc1 (centres undefined) | -9% | 4% | -8% | 11% | -6% | 13% | -1% | 41%[activator] | 19%
COc1ccc(-c2[nH]nc3c2C(c2ccccc2OC(=O)N2CCOCC2)C(C#N)=C(N)O3)cc1 (centres undefined) | 0% | 2% | -18% | 3% | -6% | 30% | 14% | -6% | 2%
COc1ccc(C(=O)Nc2cccc(-c3nnc(-c4ccco4)o3)c2)cc1 | -15% | -4% | -12% | 3%[57.1 µM] | -4% | -27% | -2% | 7% | 30%[activator]
Cc1ccccc1NC(=O)CSc1ccncc1 | 2% | -4% | -4% | -10% | 2% | 4% | -3% | 12% | 29%
CCOC(=O)C1CCN(C(=O)CN(c2ccc3c(c2)OCO3)S(C)(=O)=O)CC1 | 0% | i | 1% | -9% | 12% | -20% | 3% | -3% | 49%[activator]
COc1cccc(CNC(=O)c2cc(S(=O)(=O)N3CCCCC3)cn2C)c1 | -12% | i | -12% | 21%[57.1 µM] | 5% | -12% | -9% | -3% | 7%[57 µM]
O=C(C=Cc1ccc2c(c1)OCO2)OCC=Cc1ccc2c(c1)OCO2 | -24% | 2% | 25% | -5% | -18% | 2% | -13% | -2% | 49%[activator]
Cc1ccc2nc(-c3ccccc3)cc(C(=O)N3CCc4ccccc4C3)c2c1 | ? | 1% | -25% | 29% | 13% | -30% | -1% | 34%[activator] | 9%
Cc1ccccc1NC(=S)Nc1ccccn1 | ? | i | -14% | ? | 2% | -44% | -2% | 0% | 34%
CC(C)C[C@H]1CNC(=O)C(=O)N1CC1CCN(CCC(C)(C)C)CC1 | -20% | -2% | ? | 7% | 14% | 40% | 5% | -8% | 64%[activator]
COc1ccc(S(=O)(=O)CCC(=O)N2CC(=O)N(CCc3ccccc3)C(=O)C2)cc1 | ? | 4% | -17% | -1%[57.1 µM] | -4% | -29% | 0% | 1% | 38%
COCC(=O)n1cc(C(=O)OC)c2ccccc21 | -19% | 6% | 13% | 12% | -12% | 13% | -3% | -10% | 42%[activator]
COc1ccc(CCCc2n[nH]c(=S)o2)cc1 | -29% | -9% | -12% | -11% | 1% | -52% | 11% | -1% | 29%
C=CCNC(=O)C12CC3CC(C1)CC(C(=O)NCC=C)(C3)C2 | -2% | i | -17% | 23% | 1% | 1% | 3% | -1% | 27%
CCc1ccccc1N(CC(=O)N1CCc2ccccc2C1)S(C)(=O)=O | -2% | i | 1% | 14% | -15% | -15% | 3% | -1% | 25%
COc1c(C)cc(C(=O)C2CCCN(C(=O)c3cccc(-n4cccn4)c3)C2)cc1C (centres undefined) | 12% | -4% | -27% | 4% | -2% | -5% | 9% | 2% | 19%
Cc1cc(C)n(CC(=O)Nc2ccc([N+](=O)[O-])cc2)n1 | 0% | -2% | 7% | 9%[57.1 µM] | 9% | -41% | 0% | 0% | 28%
COc1ccc(CCNC(=O)CSc2nc3[nH]ncc3c(=O)n2-c2ccccc2Br)cc1OC | -8% | i | -19% | 8% | 6% | 5% | 3% | -1% | 27%
CCCCCC(=O)Nc1cccc(C2=NOC3(C2)C[C@H](C(N)=O)N(C(=O)CCCCC)C3)c1 (some centres undefined) | ? | -1% | -11% | -16%[57.1 µM] | 8% | 2% | 2% | 1% | 40%[activator]
CCOc1ccc(NS(=O)(=O)c2ccc(C(=O)N3CCCC3)cc2)cc1 | 5% | 3% | -17% | 5% | -2% | 14% | 11% | -11% | 21%
COc1cc2c(cc1NC(=O)COC(=O)[C@@H](NS(=O)(=O)c1cccc(Cl)c1)C(C)C)oc1ccccc12 | 0% | -5% | -15% | 1% | -6% | 3% | -7% | 16% | 18%
CCCCCCSc1ccc([C@H]2N[C@@](C)(C(=O)OC)[C@H]3C(=O)N(C)C(=O)[C@@H]23)cc1 | ? | -2% | -29% | 9%[57.1 µM] | 14% | -4% | -1% | 1% | 45%[activator]
CCCNC(=O)c1nc(C)n(-c2ccc([N+](=O)[O-])cc2)n1 | -39% | 4% | ? | 9%[57.1 µM] | 10% | ? | -2% | -1% | -1%
COCCNC(=O)c1ccc(C2SCC(=O)N2Cc2ccco2)cc1 (centres undefined) | 0% | / | -1% | ? | 14% | -49% | -3% | -1% | 49%[activator]
CC(=O)c1ccc(NC(=O)CC2Oc3ccc(C)cc3NC2=O)cc1 (centres undefined) | -12% | i | -17% | 14% | 5% | 9% | -3% | -5% | 8%
Cn1c(=O)n(C)c2cc(S(=O)(=O)O)ccc21 | ? | 4% | -11% | 5% | -1% | 9% | 4% | ? | 32%
C[C@@H]1Cc2c(O)c(O)cc(O)c2C(=O)O1 | / | -19% | 56µM* | ? | 8% | -47% | -23% | / | ?
CSc1ncccc1C(=O)OCC(=O)NCCC1=CCCCC1 | -17% | i | -10% | 7% | -12% | -7% | -11% | 3% | 31%
CCCCc1ccc(NS(=O)(=O)N(C)C)cc1 | -8% | i | -1% | -2%[57.1 µM] | 9% | 22% | 18% | 1% | 32%[activator]
COc1ccc(/C=C2\SC(=O)N(CC(=O)N(C)C3CCS(=O)(=O)C3)C2=O)cc1 (centres undefined) | 3% | -5% | -14% | -3%[57.1 µM] | 2% | -11%[56.9 µM] | 3% | 1% | 30%
Cc1ccc(S(=O)(=O)c2nnn(-c3ccc(F)c(Cl)c3)c2N)cc1 | -2% | -9% | -13% | 9%[57.1 µM] | -2% | -1% | -5% | 15% | 58%[activator]
O=C(c1ccc(Cl)c(S(=O)(=O)N2CCCCCC2)c1)N1CCN(CCO)CC1 | 0% | 0% | 2% | 2% | 5% | 10% | -4% | 7% | 13%
C/C(CCc1ccc2c(c1)OCO2)=N\N=C1\NC(=O)CC(C(=O)Nc2ccc(C(=O)O)cc2)S1 (centres undefined) | 19% | -2% | -16%[11.4 µM] | -27% | -8% | 28%[11.4 µM] | 4% | 1% | 39%
CCc1cccc(C)c1NC(=O)CN(C)S(=O)(=O)c1ccc(-c2ccc(=O)[nH]n2)s1 | -4% | -9% | -20% | 16% | -4% | 4% | -2% | -4% | 28%
Cc1ccc(C)c(NC(=O)C2Cc3ccccc3CN2C(=O)OCc2ccccc2)c1 (centres undefined) | 0%[57.4 µM] | i | -2% | 0% | 6% | 32% | 4% | 11% | 16%
CCOC(=O)/C(C#N)=C/c1ccc(OCC(=O)Nc2ccc(OC)cc2)c(OC)c1 | -15% | 0% | -11%[57.1 µM] | -14% | -3% | 0% | ? | 14% | 55%[activator]
CN(CC(=O)Nc1ccc(N2CCOCC2)cc1)Cc1cc(=O)n2ccsc2n1 | 0% | -1% | -4% | 23%[57.1 µM] | -6% | -28% | 14% | 0% | 42%[activator]
O=C(C1CC1)N(CCN(C(=O)C1CC1)c1ccccc1)c1ccccc1 | 26% | -2% | 0% | -12% | 1% | 27% | -3% | 3% | 14%
CCCCC/S(CC1CC1(Cl)Cl)=N\S(=O)(=O)c1ccc(C)cc1 (centres undefined) | -11% | -3% | -7% | -12%[57.1 µM] | -7% | 31% | 14% | 0% | 4%
Cc1occc1-c1nnc(SCC(=O)c2ccc(F)cc2)n1Cc1ccco1 | 0% | -3% | -30% | ? | 0% | -48% | 11% | ? | -3%
CCOc1ccc(NC(=O)CSc2oc(-c3ccc(F)cc3)nc2S(=O)(=O)c2ccc(C)cc2)cc1 | -1% | 10% | 14% | 14% | 5% | 1% | 5% | 2% | 37%
